Mm-Cpn inhibitor: M. maripaludis TRiC chaperonin inhibition; purified Mm-Cpn ATPase, ADP Transcreener TR-FRET; Potency, µM (series often up to 76.9 µM), for inactives: at the top dose activity, negative = inhibition, hits mostly inhibitors; 330,000 compounds, 0.031% hits; AID 504842; further: potency means the concentration at half of the fitted maximal effect; on the % scale 0 is the no-effect control and ±100 the full control effect; nearly all actives have a fitted effect of over 80% in size
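TR-FRET (320 nm excitation; 590 and 665 nm emission) reports ADP made from 10 uM ATP by 25 nM enzyme; compounds were preincubated 10 min, reaction run 30 min, both at 37°C.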
GLP-1R inv ag: acts as inverse agonist at human GLP-1 receptor; P43220; HEK293 GLP-1R CRE-luciferase, luminescence, 24 h; GLP-1R form is constitutively active; Potency, µM (titrated, usually from 38.3 µM), without a hit: at the top dose activity change, negative = inhibition, usual class: inhibitors; 410,000 compounds, 1.6% hits; AID 624417; further: potency means the concentration at half of the fitted maximal effect; on the % scale 0 is the no-effect control and ±100 the full control effect; nearly all actives have a fitted effect of over 55% in size
Target sequence (P43220 whole entry, looked up): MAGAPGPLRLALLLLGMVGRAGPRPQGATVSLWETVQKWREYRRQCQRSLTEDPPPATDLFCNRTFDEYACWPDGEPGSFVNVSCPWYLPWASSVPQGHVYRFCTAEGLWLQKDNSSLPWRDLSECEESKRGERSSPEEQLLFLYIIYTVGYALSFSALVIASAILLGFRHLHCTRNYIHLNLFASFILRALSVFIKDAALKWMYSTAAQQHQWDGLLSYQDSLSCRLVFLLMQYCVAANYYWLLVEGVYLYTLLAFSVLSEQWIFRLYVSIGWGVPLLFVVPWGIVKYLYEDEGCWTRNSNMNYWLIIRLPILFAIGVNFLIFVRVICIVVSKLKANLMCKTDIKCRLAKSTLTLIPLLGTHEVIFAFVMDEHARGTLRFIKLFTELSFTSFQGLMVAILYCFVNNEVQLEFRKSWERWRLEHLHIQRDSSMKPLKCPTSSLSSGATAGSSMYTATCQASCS
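Using stably transfected HEK293 (constitutively active GLP-1R, cAMP-luciferase reporter), compounds were incubated 24 hr and luciferase measured by luminescence.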
FUS yeast rescue: suppressors of FUS proteinopathy in yeast. Potency, µM (titrated, usually from 76.6 µM), without a hit: at the top dose growth rescue (activation), actives largely listed as activators. 390,000 compounds, 0.24% hits. S. cerevisiae FUS-expressing, growth rescue, OD600, 24 h;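 further: potency means the concentration at half of the fitted maximal effect; plate controls were DMSO vehicle for no effect and reference control for full effect; nearly all actives have a fitted effect of over 55% in size; some results filed as inactive show a strong effect at the top dose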
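Yeast expressing FUS under galactose induction, OD 0.005 in 2% galactose medium; compounds in a dilution series, 24 h at 30C. Growth rescue by absorbance at 600 nm; CP55940 positive control, DMSO negative.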
HEK293 tox: cytotoxicity counter-screen for GLP-1 receptor inverse agonists; HEK293 cAMP-luciferase reporter cells, luminescence, 24 h; AID 624418; 410,000 compounds, 0.13% hits; Potency, µM (titrated, usually from 38.3 µM), for inactives: at the highest dose activity change, negative = inhibition, actives largely listed as inhibitors;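 further: loss of luciferase light is scored as toxicity; potency means the concentration at half of the fitted maximal effect; on the % scale 0 is the no-effect control and ±100 the full control effect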
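To flag toxic compounds, the library was rerun on cells for 24 hr at 37 deg C and 5% CO2. Viability-linked luminescence was captured 12 min after adding luciferase detection reagent.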
aSyn rescue: alpha-synuclein toxicity inhibition in yeast. Yeast expressing alpha-synuclein, growth rescue, BacTiter-Glo, 24 h. Potency, µM (highest dose often 46.1 µM), for the others: top-dose growth rescue (activation), actives largely listed as activators. 370,000 compounds, 0.14% hits; further: potency means the concentration at half of the fitted maximal effect; % of control where 0% means no effect; nearly all actives have a fitted effect of over 65% in size
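Galactose-induced alpha-syn yeast (OD600=0.02, raffinose-pregrown) + pinned cpd, 24 hr, 30 deg C; growth by BacTiter-Glo luminescence. Growth restoration scores as activation.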
PTHR1 ag: agonists of human PTHR1 parathyroid hormone receptor | 410,000 compounds, 0.075% hits | Potency, µM (top dose mostly 115 µM), inactives show at the top dose activation, usual class: activators | HEK293 GP2 PTHR1 cells, GloSensor cAMP luminescence, 1 h | AID 743266; further: potency means the concentration at half of the fitted maximal effect; nearly all actives have a fitted effect of over 55% in size; some results filed as inactive show a strong effect at the top dose; inactives centre near -15; many of its hits are not listed in these tables
Target sequence (Q03431 whole entry, looked up): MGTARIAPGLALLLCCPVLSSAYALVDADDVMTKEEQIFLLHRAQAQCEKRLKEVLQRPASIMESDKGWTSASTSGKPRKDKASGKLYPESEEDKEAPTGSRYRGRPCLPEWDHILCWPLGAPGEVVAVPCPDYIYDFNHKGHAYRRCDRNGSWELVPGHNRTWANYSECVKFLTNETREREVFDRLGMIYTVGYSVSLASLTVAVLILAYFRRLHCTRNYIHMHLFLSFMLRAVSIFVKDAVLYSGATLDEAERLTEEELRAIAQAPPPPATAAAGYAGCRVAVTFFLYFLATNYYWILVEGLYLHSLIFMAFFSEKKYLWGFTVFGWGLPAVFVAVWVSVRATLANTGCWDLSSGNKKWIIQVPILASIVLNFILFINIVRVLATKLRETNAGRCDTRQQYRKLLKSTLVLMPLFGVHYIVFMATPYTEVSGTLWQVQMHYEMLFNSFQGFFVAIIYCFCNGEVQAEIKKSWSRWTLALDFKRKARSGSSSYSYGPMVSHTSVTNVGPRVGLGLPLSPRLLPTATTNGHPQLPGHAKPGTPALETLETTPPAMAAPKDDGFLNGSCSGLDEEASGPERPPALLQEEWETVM
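HEK-293-derived GP2 cells expressing PTHR1 and a GloSensor cAMP reporter, 3,000/well, plated overnight, given luciferin plus IBMX (each 0.5 mM as added) for 1 h at 37 °C, then compound for 1 h at 37 °C. Luminescence was read after 15 min at room temperature.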
TDP-43 yeast inh: inhibitors of TDP-43 toxicity in yeast; 410,000 compounds, 1.8% hits; Potency, µM (highest dose often 46.1 µM), for inactives: top-dose growth rescue (activation), most hits filed as activators; TDP-43 expressing yeast growth rescue, BacTiter-Glo, 24 h; further: potency means the concentration at half of the fitted maximal effect; % of control where 0% means no effect; nearly all actives have a fitted effect of over 50% in size
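Readout is BacTiter-Glo luminescence of cell growth, so inhibitors register as activators. TDP-43-expressing yeast at OD600=0.02 in galactose medium, after raffinose pregrowth to mid-log, were incubated with compound for 24 hr at 30 deg C.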
Akt phos inh: Akt phosphorylation inhibition. Neuro2A IGF-stimulated pAkt S473 HTRF, 20 min; stronger effect = lower value. activity change, % for hits at 50 µM. 360,000 compounds, 0.32% hits. AID 651550; in the data active means activity change below about -80%; inconclusive means mostly about -51% to -80%; further: on the % scale 0 is the no-effect control and ±100 the full control effect
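Single-point screen (50 µM final compound) in Neuro2A cells stimulated 20 min with 6 nM IGF at 37 deg C. After lysis, Ser473-phosphorylated Akt read by HTRF (ex 330 nm, em 615/665 nm) as the 665/615 ratio.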
Abeta rescue: restores growth of yeast expressing A-beta42 peptide | Potency, µM (top dose mostly 46.1 µM), inactives show at the top dose growth rescue, actives largely listed as activators | yeast expressing A-beta42, growth rescue, OD600, 48 h; response scale: 0% DMSO, 100% iron-clioquinol control | 410,000 compounds, 0.063% hits; further: potency means the concentration at half of the fitted maximal effect; nearly all actives have a fitted effect of over 55% in size
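Yeast growth medium received pinned compounds, then yeast cells expressing toxic A-beta were added; plates incubated at 30 C for 48 hr. Growth read as absorbance at 600 nm, normalized to DMSO and equimolar FeCl3 plus clioquinol controls.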
* = called active by the depositor; i = inactive; ? = inconclusive; / = no result given; & = joins results of further samples; ! = repeats disagree; [ ] = remark or other dose. Unless noted, the call rests on the fitted dose curve; in most records, active means well fitted curve in the direction sought with a large enough effect; inconclusive means small, poorly fitted or top-dose-only effect, or another doubt; inactive means no such curve, though single readings can be large; an effect the other way counts as inactive or inconclusive. Not all compounds are listed, so the mix of outcomes need not match the whole.

SMILES	Mm-Cpn inhibitor	GLP-1R inv ag	FUS yeast rescue	HEK293 tox	aSyn rescue	PTHR1 ag	TDP-43 yeast inh	Akt phos inh	Abeta rescue
COc1cccc(CNC(=O)CC2Sc3ccccc3NC2=O)c1 (stereo not drawn)	-0.5%	1.6%[7.66 µM]	-1.7%	8.3%[7.66 µM]	0.0%	-16.8%	6.7%	i	13.1%
Cc1ccc(C(=O)c2cc([N+](=O)[O-])ccc2N2CCOCC2)c(C)c1	-4.9%	0.0%	/	?	15.0%	-46.1%[inhibitor]	?	i	1.3%
COc1ccccc1N1CCN(CCN(C(=O)c2ccc(F)cc2)c2ccccn2)CC1	?	-10.2%	-32.1%	-6.6%	14.1µM*!	i	17.6%	i	-7.8%
CCOC(=O)Nc1ccc2c(c1)N(C(=O)CCN(C)C)c1ccccc1CC2	0.5%	?	-23.2%	?	1.3%	i	-9.0%	i	-0.3%
O=C1/C(=C/c2ccc(F)cc2)SC(=S)N1CCCC(=O)N1CCCCC1CCO (stereo not drawn)	-3.1%	?	?	?	15.9%	-17.3%	-23.8%	i	-27.2%
Cc1c(C(=O)NCc2ccc([N+](=O)[O-])cc2)sc(=O)n1Cc1ccc(-c2ccccc2)cc1	/	?	6.7%	-9.4%	3.4%	i	5.6%	i	-10.1%
CCc1cccc(NC(=O)C(CC(C)C)NS(=O)(=O)c2ccc3c(c2)oc(=O)n3C)c1 (stereo not drawn)	/	?	19.0%	11.2%	/	i	-8.1%	/	-9.3%
Cc1ccc2nc(-c3ccco3)c(Cc3cccc(F)c3)n2c1	/	-21.7%	7.5%	7.0%	0.0%	8.3%	?	i	-34.0%[inhibitor]
COc1ccc(-c2ccc(NS(=O)(=O)c3ccc(OC)c(OC)c3)cc2)nn1	/	10.3%	28.9%	-7.8%	/	-13.4%	0.9%	/	1.2%
CC1CCN(CC(O)COc2ccc(OCC(O)CN3CCC(C)CC3)cc2)CC1 (stereo not drawn)	0.9%	2.9%	3.1%	-3.3%	3.1%	i	14.9%	i	-8.7%
COc1ccc(S(=O)(=O)N2CCCCCC2)cc1C(=O)N(C)Cc1cccc(OC)c1OC	2.1%	-1.8%	9.1%	13.9%	-2.6%	-18.3%	5.1%	i	13.5%
Cc1nc2ccccc2nc(C)c1=NOCc1cccc(Cl)c1	0.1%	?	-3.4%	-14.3%	0.2%	i	28.7%	i	13.4%

Continued; it opens with the 2 that closed the last part.
SMILES	Mm-Cpn inhibitor	GLP-1R inv ag	FUS yeast rescue	HEK293 tox	aSyn rescue	PTHR1 ag	TDP-43 yeast inh	Akt phos inh	Abeta rescue
COc1ccc(S(=O)(=O)N2CCCCCC2)cc1C(=O)N(C)Cc1cccc(OC)c1OC	2.1%	-1.8%	9.1%	13.9%	-2.6%	-18.3%	5.1%	i	13.5%
Cc1nc2ccccc2nc(C)c1=NOCc1cccc(Cl)c1	0.1%	?	-3.4%	-14.3%	0.2%	i	28.7%	i	13.4%
COc1ccc(OCCC(=O)OCC(=O)NC2CCCCC2)cc1	0.2%	2.5%	13.6%	8.9%	-2.6%	-10.2%	14.2%	i	9.7%
NC(=O)C1(N2CCCCC2)CCN(C(=O)CSc2nc3ccccc3o2)CC1	/	0.4%	1.6%	15.4%	0.1%	-4.2%	-7.0%	i	-11.1%
CC(=O)C1=CCC(c2ccc(C)o2)N(S(=O)(=O)c2ccc(C)cc2)C1 (stereo not drawn)	/	3.6%	-18.7%	-7.2%	-3.5%	-21.3%	22.6%	i	-6.6%
O=C(O)CSc1ccccc1C(=O)O	0.1%	-17.8%	-13.2%	3.4%	-0.3%	-12.7%[57.5 µM]	7.3%	i	4.3%
CCc1nc(SCc2cc(=O)[nH]c3ccccc23)c2c(C)c(C)sc2n1	/	8.5%	9.5%	-9.0%	-7.8%	i	-20.4%	i	-10.4%
O=C(NCCc1ccccc1)C1CCN(S(=O)(=O)c2cccc3nsnc23)CC1	1.1%	14.5%	2.3%	-10.2%	2.1%	-3.1%[57.5 µM]	-10.0%	i	-8.9%
O=C(Cc1cccc2ccccc12)Nc1cccnc1	-2.2%	-2.1%[7.66 µM]	3.9%	-6.5%[7.66 µM]	0.5%	-9.0%	-2.9%	i	?
COc1cc(/C=C\C(=O)NCc2ccc3[nH]c(C)cc3c2)cc(OC)c1OC	-0.1%	12.4%	?	19.6%	-0.6%	-22.5%	-13.9%	i	-6.6%
Cc1nnc(NCc2ccccc2)c2c1nnn2Cc1ccc(F)cc1	/	-9.5%	-5.1%	-5.5%	/	-2.4%	0.0%	/	-21.0%
NS(=O)(=O)c1ccc(NC(=S)NC2CCCCCC2)cc1	-0.2%	?	16.2%	14.5%	16.7%	-28.9%	0.4%	i	-4.2%
Cc1ccc(N2C(=O)C3C(C2=O)N2C(c4cccs4)C4C(=O)N(c5ccc(C)cc5)C(=O)C4N2C3c2cccs2)cc1 (stereo not drawn)	0.9%	0.8%	?	-6.0%	-1.4%	-15.3%	-7.9%	i	0.2%
O=C(OCC(=O)N1CCCc2ccccc21)c1cc(S(=O)(=O)N2CCOCC2)ccc1O	2.1%	-29.4%	32.2%	3.4%	-1.4%	i	4.9%	i	7.7%
Cc1ccccc1S(=O)Cc1ccc(C(=O)NC2CC2)o1 (stereo not drawn)	-0.2%	8.4%	-6.7%	5.9%	0.0%	-3.3%	12.5%	/	-12.8%
Cc1ccc(S(=O)(=O)NCc2ccccc2)cc1C(=O)N1CC(C)CC(C)C1 (stereo not drawn)	1.4%	?	/	-26.8%	5.8%	-43.2%[inhibitor]	-16.8%	i	-0.2%
COC(=O)c1cccc(S(=O)(=O)N(Cc2ccco2)Cc2cc3cc(OC)ccc3[nH]c2=O)c1	-0.2%	0.0%	29.6%	-1.2%	-1.6%	i	-29.1%	i	5.7%
CCCN(CCC)S(=O)(=O)c1ccc(C(=O)NNc2nc(-c3ccccc3)c3cc(Br)ccc3n2)cc1	0.6%	?	/	-21.4%	-2.1%	-3.1%	16.3%	i	-2.0%
COc1ccc(Oc2nc3c(C)cccn3c(=O)c2/C=C(\C#N)C(N)=O)cc1	-3.0%	26.4%	-3.3%	-26.2%	6.7%	-9.8%	-5.2%	i	-4.5%
CCN(C(=O)c1ccccc1Cl)c1ccccc1	-4.1%	-0.8%	8.2%	1.0%	0.0%	i	-5.9%	i	-5.3%
CCCCN(Cc1cccs1)S(=O)(=O)c1ccc(-c2ccc(=O)[nH]n2)s1	2.5%	32.7%[activator]	-3.9%	0.5%	0.9%	-6.1%	0.4%	i	0.4%
CCc1nc2ccccc2c(=O)n1NC(=O)c1c(O)c2ccccc2n(CC)c1=O	-2.6%	9.8%	-6.1%	2.8%	-72.7%[inhibitor]	i	-10.2%[9.22 µM]	i	-76.5%[inhibitor]
CCCn1c(O)c(N=NC(=O)CNC(=O)c2ccncc2)c2ccccc21	1.9%	31.2%	-15.7%	-5.0%	1.7%	i	0.5%	i	-5.9%
CC1(C)Cc2c(sc(NC(=O)c3ccc(S(=O)(=O)N4CCCC4)cc3)c2C#N)C(C)(C)N1	-1.2%	22.4%	18.6%	-0.1%	2.6%	i	14.3%	i	3.1%
O=c1cc(-c2ccccc2O)nc(-c2ccccc2)[nH]1	/	11.3%	-28.0%	0.8%	1.5%	-38.1%[inhibitor]	15.6%	i	5.7%
C=CCC1CCCCC1=C(C#N)c1ccccc1 (stereo not drawn)	/	?	-19.4%	-8.7%	-5.0%	-22.5%	25.6%	i	-0.5%
N/C(=N\OC(=O)c1ccccc1Cl)c1ccccn1	-0.1%	-5.2%	9.3%	-17.5%	-27.3%	-73.5%[inhibitor][57.5 µM]	-27.4%	i	-45.3%[inhibitor]
CCc1ccc(NC(=O)C2CC(=O)N=C(N)S2)cc1 (stereo not drawn)	2.6%	0.7%	11.7%	-7.5%	-4.9%	i	4.7%	i	7.5%
Cc1ccc(-n2ncc3c(Nc4cccc(C(=O)O)c4)ncnc32)cc1	-2.5%	-19.6%&-2.7%	?	-10.1%&15.5%	-1.0%	-25.7%	2.2%&-14.9%	i	-11.0%&4.7%
C=CCNC(=O)c1c[nH]c2ccc(S(=O)(=O)N(C)c3ccc(OCC)cc3)cc2c1=O	-18.8%	2.4%	2.7%	5.2%	-3.6%	-65.4%[inhibitor]	6.9%	i	-4.3%
Cc1cc(NC(=S)Nc2ccc(C)c(Cl)c2)n[nH]1	1.1%	?	24.7%	?	-30.1%[inhibitor]	-19.5%	?	i	-26.2%
Cc1oc2c(c(C)cc3oc(=O)c(CC(=O)NCCCN4CCCC4=O)c(C)c32)c1C	0.7%	-3.8%	17.2%	0.6%	-0.4%	-11.8%	20.2%	i	-24.2%
COC(=O)C1CC(O)C(O)C(O)C1 (stereo not drawn)	/	1.6%	-9.9%	-0.8%	0.3%	i	13.1%	i	-6.6%
S=C(NCc1cccnc1)NCc1cccnc1	0.2%	19.7%[7.66 µM]	10.6%	1.1%[7.66 µM]	-1.6%	-15.0%	7.6%	i	-7.5%
COc1ccc(Cl)cc1-n1c(=S)sc2c(=O)[nH]c(SCC(=O)NCCC(C)C)nc21	0.2%	?	8.5%	13.6%	2.9%	-19.4%	-14.0%	i	-11.6%
CCCNC(=O)C1(C)CCN(Cc2ccc(C)c3ccccc23)C1 (stereo not drawn)	/	?	-14.0%	-1.2%	0.0%	4.1%	-4.1%	i	-17.0%
Cn1c(=O)oc2cc(S(=O)(=O)NCCC(=O)NCCc3ccccc3)ccc21	-2.0%	-6.8%	3.7%	-2.5%	-7.6%	i	-14.5%	/	10.7%

Source: PubChem
